POLK inh: qHTS for Inhibitors of Polymerase Kappa | DNA polymerase kappa (Homo sapiens), Q9UBT6 | purified Pol kappa, fluorescent DNA synthesis assay, 10 min | Potency, µM (top dose mostly 107 µM), without a hit: at the top dose activity, negative = inhibition, actives largely listed as inhibitors | 0.53% of 400,000 active | AID 588579, 2011; note: potency is the fitted concentration of half-maximal effect; % is set by controls: 0 for no effect and ±100 for the full control effect
Target sequence (Q9UBT6 whole entry, looked up): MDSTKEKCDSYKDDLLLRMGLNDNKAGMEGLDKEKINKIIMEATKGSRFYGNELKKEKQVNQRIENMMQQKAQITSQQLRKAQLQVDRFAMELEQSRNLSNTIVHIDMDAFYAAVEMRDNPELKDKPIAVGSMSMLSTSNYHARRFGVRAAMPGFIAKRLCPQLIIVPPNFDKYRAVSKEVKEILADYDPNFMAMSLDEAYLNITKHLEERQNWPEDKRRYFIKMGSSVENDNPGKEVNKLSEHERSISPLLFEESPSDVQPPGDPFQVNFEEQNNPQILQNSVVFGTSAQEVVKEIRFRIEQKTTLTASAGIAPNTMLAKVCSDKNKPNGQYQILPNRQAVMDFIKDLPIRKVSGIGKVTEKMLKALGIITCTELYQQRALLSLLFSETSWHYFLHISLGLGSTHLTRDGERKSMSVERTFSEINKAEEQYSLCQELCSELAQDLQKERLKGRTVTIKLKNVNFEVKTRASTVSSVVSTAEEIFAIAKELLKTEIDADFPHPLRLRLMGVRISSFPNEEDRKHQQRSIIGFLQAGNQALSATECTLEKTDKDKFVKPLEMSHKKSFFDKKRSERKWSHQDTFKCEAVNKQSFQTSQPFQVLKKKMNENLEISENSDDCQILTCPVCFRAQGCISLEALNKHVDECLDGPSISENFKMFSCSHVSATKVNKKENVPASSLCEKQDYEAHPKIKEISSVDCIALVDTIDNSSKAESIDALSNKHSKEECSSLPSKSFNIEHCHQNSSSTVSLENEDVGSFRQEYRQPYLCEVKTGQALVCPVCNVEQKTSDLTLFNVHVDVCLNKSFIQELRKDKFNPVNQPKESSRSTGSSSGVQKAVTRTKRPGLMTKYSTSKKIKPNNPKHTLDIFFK
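50 nM final substrate added after 15 min RT preincubation of 10 nM Pol kappa with compound; fluorescence read at 0 and 10 min.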
APEX1 inh: qHTS Assay for Inhibitors of the Human Apurinic/apyrimidinic Endonuclease 1 (APE1); recombinant APE1, TAMRA/BHQ-2 abasic DNA cleavage fluorescence; Potency, µM (titrated, usually from 65.8 µM), for the others: top-dose activity change, negative = inhibition, usual class: inhibitors; 0.35% of 350,000 active;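 note: potency is the fitted concentration of half-maximal effect; plate controls were vehicle for no effect and reference inhibitor for full effect; nearly all actives have a fitted effect of over 55% in size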
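Kinetic fluorescence read (525 ex/598 em nm, three reads 60 s apart) of AP-site incision; signal = third minus first read. Enzyme 0.75 nM, dual-labelled THF duplex 50 nM, compound preincubation 15 min RT.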
BLM helicase inh: qHTS Assay for Inhibitors of Bloom's syndrome helicase (BLM); AID 2528, 2010; 0.2% of 350,000 active; Potency, µM (titrated, usually from 56.1 µM), without a hit: at the top dose activity change, negative = inhibition, most hits filed as inhibitors; recombinant BLM DNA unwinding, fluorescence dequenching; RecQ-like DNA helicase BLM (Homo sapiens), P54132;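 note: potency is the fitted concentration of half-maximal effect; plate controls were vehicle for no effect and no enzyme for full effect; nearly all actives have a fitted effect of over 35% in size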
POLI inh: qHTS for Inhibitors of Polymerase Iota | DNA polymerase iota (Homo sapiens), Q9UNA4 | Pol iota fluorescent replication assay, 10 min | Potency, µM (series often up to 115 µM), inactives show at the highest dose activity, negative = inhibition, actives largely listed as inhibitors | 1% of 390,000 active | AID 588590, 2011; note: potency is the fitted concentration of half-maximal effect
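Fluorescent replication assay read twice, at 0 min and 10 min after adding 50 nM (final) substrate. Enzyme (10 nM) and compounds were first incubated 15 min at room temperature; enzyme-free buffer wells were negative controls.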
Anesthetic bind: qHTS Assay for Identification of Novel General Anesthetics; Ferritin light chain (Equus caballus), P02791; apoferritin/1-aminoanthracene competitive binding, fluorescence; Potency, µM (series often up to 77.5 µM), without a hit: at the highest dose activity change, negative = displacement, most hits filed as inhibitors; 0.074% of 350,000 active; AID 485281, 2010; note: potency is the fitted concentration of half-maximal effect; % is set by controls: 0 for no effect and ±100 for the full control effect; nearly all actives have a fitted effect of over 20% in size
Target sequence (P02791 2-175 limits assumed): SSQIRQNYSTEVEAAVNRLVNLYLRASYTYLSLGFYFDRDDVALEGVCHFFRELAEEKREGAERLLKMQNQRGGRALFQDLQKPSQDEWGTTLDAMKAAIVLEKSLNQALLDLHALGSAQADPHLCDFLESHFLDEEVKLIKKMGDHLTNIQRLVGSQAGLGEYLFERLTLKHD
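Apoferritin-based anesthetic binding model; compound displacement of fluorescent 1-AMA measured as endpoint fluorescence after 10 minutes at room temperature, scaled to free-ligand and complex controls.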
PGK inhibitor: qHTS Assay to Find Inhibitors of Phosphoglycerate Kinase. PGK/GAPDH coupled, Kinase-Glo luminescence, 60 min. Potency, µM (top dose mostly 57.5 µM), inactives show at the highest dose activity change, negative = inhibition, usual class: inhibitors. 0.043% of 380,000 active. AID 602233, 2012; note: potency is the fitted concentration of half-maximal effect; % is set by controls: 0 for no effect and ±100 for the full control effect; nearly all actives have a fitted effect of over 60% in size
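Recombinant glycosomal PGK reaction used 1,3-bisphosphoglycerate generated in-well by GAPDH (100nM final) in 100mM TEA pH 7.6, 5mM MgCl2, 0.01% Tween-20. After 60 minutes at room temperature, ATP was read by Kinase-Glo Plus luminescence end-point.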
POLH inh: qHTS for Inhibitors of Polymerase Eta; DNA polymerase eta (Homo sapiens), Q9Y253; recombinant Pol eta, fluorescent DNA replication assay; Potency, µM (doses to about 114 µM), for inactives: at the highest dose activity change, negative = inhibition, hits mostly inhibitors; 1.2% of 390,000 active; AID 588591, 2011; note: potency is the fitted concentration of half-maximal effect; % is set by controls: 0 for no effect and ±100 for the full control effect
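Pol eta (10 nM) was preincubated with compounds for 15 min at room temperature, after which fluorescent replication substrate (50 nM final) was added to start the reaction. Fluorescence was read kinetically at 0 and 10 min.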
Pol beta inh: qHTS Assay for Inhibitors of DNA Polymerase Beta; 1.3% of 340,000 active; Potency, µM (series often up to 114 µM), inactives show at the top dose activity change, negative = inhibition, most hits filed as inhibitors; Pol beta primer extension/strand displacement, fluorescence kinetic; note: potency is the fitted concentration of half-maximal effect; % is set by controls: 0 for no effect and ±100 for the full control effect
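Pol beta (10 nM) and compounds were preincubated 15 min at room temperature, then 50 nM substrate (final) started primer extension/strand displacement. Reads were taken at 0 and 10 min; concentration-response data were fitted to a four-parameter Hill equation.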
RXFP1 antagonist: qHTS Assay for Antagonists of the Relaxin Receptor RXFP1; Relaxin receptor 1 (Homo sapiens), Q9HBX9; HEK293-RXFP1, relaxin-stimulated cAMP HTRF, 30 min; stronger effect = lower value; activity change, negative = inhibition, % at 57.5 µM; 0.59% of 350,000 active; AID 1259400, 2018;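 active = activity change of -60% or lower, but not beyond a set lower limit; inconclusive = change between -60% and -40%, or beyond the set limit; inactive = change above -40%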; note: % is set by controls: 0 for no effect and ±100 for the full control effect
An asterisk follows results filed as active; i = inactive; u = inconclusive; x = not tested or not shown; & = joins results of further samples; [ ] = remark or other dose. Unless noted, calls come from the whole dose curve; as a rule, active = well fitted curve in the direction sought with a large enough effect; inconclusive = small, poorly fitted or top-dose-only effect, or another doubt; inactive = no such curve, though single readings can be large; an effect the other way counts as inactive or inconclusive. This is a subset; count on the stated rates, not on these rows.

Anesthetic bind	POLK inh	RXFP1 antagonist	APEX1 inh	BLM helicase inh	Pol beta inh	PGK inhibitor	POLH inh	POLI inh	Compound
-12.2%	-6.2%	-7.2	0.9%	-3.0%	-0.9%	4.6%	-11.0%	-8.1%	O=C(CC1C(=O)NCCN1Cc1cccc(Oc2ccccc2)c1)NCCc1ccncc1 (stereo not drawn)
-3.5%	1.7%	6.0	3.4%	-5.1%	-0.6%	-3.8%	9.2%	-3.9%	O=C(c1ccco1)N1CCCN(Cc2nc(-c3cccs3)no2)CC1
13.7%	-1.7%[60.1 µM]	-28.8	-5.5%	3.0%	6.6%	i	1.6%	5.2%	CC(=C/c1ccc(C(C)C)cc1)/C=N/NC(=O)c1ccncc1
-7.5%	-14.2%	17.5	11.8%	-1.7%	10.6%	-1.6%	-23.0%	19.7%	CCCCn1c(CN2CCN(C(=O)OCC)CC2)nc2c1c(=O)n(C)c(=O)n2C
-10.3%	-6.4%	x	-1.8%	-11.3%	-13.4%	0.4%	-25.6%	20.8%	Cc1ccc(S(=O)(=O)N2CCC(=O)N(C(COCc3ccc(Cl)cc3)Cc3ccccc3)CC2)cc1 (stereo not drawn)
u	1.2%	x	x	-4.9%	17.1%	i	-9.9%	9.0%	Cc1ccc(-c2ccc(=O)n(CC(=O)Nc3cccc(C#N)c3)n2)cc1
-8.9%	4.7%	-16.8	1.4%	-1.8%	10.9%	-2.1%	-13.5%	1.3%	Cc1cnc(C(=O)OCC(=O)NC(=O)NC(C)C)cn1
-11.8%	-3.1%	-17.2	3.0%	1.0%	1.3%	i	-15.3%	27.8%	S=c1[nH]nc(-c2ccc3ccccc3n2)n1Cc1ccccc1
-13.6%	-4.0%	6.1	31.8%[activator]	-0.3%	39.8%	-6.1%	-15.7%	-1.7%	CCC(CC)c1nnc(NC(=O)CCc2ccccc2OC)s1
-11.5%	-12.7%	-2.8	-2.1%	0.4%	25.8%	-3.8%[11.5 µM]	1.7%	-1.9%	CCOc1ccc(Br)cc1/C=N/O
-11.9%	-10.2%	1.0	-4.2%	-7.1%	10.3%	-2.0%	-23.8%	21.3%	COc1ccccc1OC(C)C(=O)Nc1nc(-c2ccc(S(=O)(=O)N3CCOCC3)cc2)cs1 (stereo not drawn)
-15.5%	x	x	-4.6%	-4.4%	0.8%	x	x	x	CCOC(=O)c1ccc(CNC(=O)Cn2nnc(-c3cccc(C)c3)n2)o1
3.7%	5.0%	-3.9	2.8%	-2.8%	6.1%	3.2%	-8.9%	11.6%	Cc1cc(CCN2CCC(=O)NC2=S)ccc1OC(C)C
-4.5%	11.1%	-9.6	-1.0%	2.0%	-1.2%	i	-9.9%	-3.9%	O=c1c2c(-c3ccccc3)csc2nc2n1CCC2
-1.8%	-15.8%	x	-5.4%	1.5%	5.9%	1.7%	-11.2%	-6.3%	COc1cccc(C2NC(CCSC)(C(=O)O)C3C(=O)N(C(C)C)C(=O)C23)c1O (stereo not drawn)
-6.3%	3.6%	-3.5	0.3%	0.2%	u	-1.0%	-7.7%	47.8%	O=c1[nH]nc(-c2ccc(F)cc2)cc1Cc1ccccc1
x	-6.7%	0.7	4.2%	x	x	-7.0%	-18.6%	7.9%	O=C(CSc1nnc2ccccn12)NNC(=O)c1cccc([N+](=O)[O-])c1
1.2%	-5.0%	7.8	5.0%	-6.1%	4.7%	3.4%	-3.9%	28.4%	COc1ccccc1C(=O)Nc1cc2cc(Br)ccc2oc1=O
0.0%	-3.6%	-2.7	27.1%	-4.1%	18.9%	-6.7%	1.1%	32.0%[activator]	CSc1nnc(C2CCN(CC(=O)Nc3ccccc3N3CCOCC3)CC2)n1C(C)C
-12.9%	-9.8%	3.5	10.4%	1.0%	-1.4%	-5.9%	-15.7%	56.7%[activator]	COCCN1CCN(C(=O)c2ccc3oc(CCCc4ccccc4)nc3c2)CC1
1.0%	-7.0%	-4.3	-11.0%	0.8%	64.3%	4.7%	3.6%	67.2%[activator]	Cc1ccc(NC(=O)C2C3C=CC4(O3)C2C(=O)N(CCCN2CCCCC2)C4C(=O)NC2CCCCC2)cc1C (stereo not drawn)
-14.9%	5.2%	-24.7	-1.8%	-0.2%	-14.5%	-2.0%	-2.5%	u	O=C(c1cccc(F)c1)N1CCN(C(=O)C2CC2)CC1
x	-14.4%	x	x	x	x	2.7%	-1.6%	27.6%	C=CCOC(=O)C1=C[C@H](c2coc3ccccc3c2=O)C[C@H](OCCCCO)O1
u	3.3%[60.1 µM]	-13.0	x	-2.2%	-6.6%	-2.8%	-11.9%	3.0%	COc1ccc(CNC(=O)CCC2N=C3c4ccccc4N=C(SCc4cccc(F)c4)N3C2=O)cc1 (stereo not drawn)
-4.5%	8.2%	x	-1.9%	1.3%	0.3%	-3.2%	-25.1%	35.9%[activator]	COc1ccc(Cl)cc1-c1nc(-c2ccc(Br)o2)no1
x	-8.9%	x	-2.3%	x	x	6.0%	-16.4%	7.1%	COc1c2c(cc3oc(CO[C@@H]4O[C@H](CO)[C@@H](O)[C@H](O)[C@H]4O)cc(=O)c13)O[C@H](C(C)(C)O)C2
-11.8%	10.1%	-4.3	57.6%[activator]	-1.6%	33.8%	i	-6.7%	u	Cc1ccc(-c2nnc(COC(=O)c3ccco3)o2)cc1
-15.2%	0.8%	8.2	1.2%	-1.2%	u	-24.5%	-10.7%	-4.6%	O=C(Nc1nc2c(s1)C(=O)CCC2)c1ccccc1
2.5%	-10.9%	17.6	-3.1%	0.7%	1.3%	-5.8%	-15.6%	55.8%[activator]	CCC(CO)NC(=O)c1ccccc1C(F)(F)F (stereo not drawn)
-8.8%	1.5%	-3.3	2.0%	0.7%	53.5%	-1.6%	-15.5%	28.9%	CCN1CCN(CCCNC(=O)Cn2cc3c(n2)CCCC3)CC1
-4.5%	6.3%	-7.3	-1.9%	1.0%	-0.2%	-9.5%	-15.9%	18.2%	COc1ccc(C=O)cc1OC(=O)C1(C)Cc2ccccc2C(=O)O1 (stereo not drawn)
-11.1%	-14.5%	3.7	-0.1%	0.9%	12.8%	-7.1%	-11.1%	-29.9%	O=C(c1ccco1)N1CCN(C(=O)c2oc(=O)c3ccccc3c2-c2ccccc2)CC1
-8.0%	1.1%	x	x	-6.2%	30.3%	-5.2%	-24.2%	12.0%	COc1ccc(-c2cc3nc(C)c(CCC(=O)Nc4cccc(C(F)(F)F)c4)c(C)n3n2)c(OC)c1
-14.9%&-3.4%	3.0%	4.6&-6.8	23.3%	2.4%&4.6%	33.4%&-4.8%[activator]	i	-7.6%&-25.9%	33.8%&23.4%[activator]	CC1CCN(S(=O)(=O)c2ccc3c(c2)N(CC(=O)NCCCN2CCCC(C)C2)C(=O)CS3)CC1 (stereo not drawn)
-20.5%	1.2%	-10.8	-8.0%	-7.1%	0.2%	11.1%	-19.1%	-4.1%	CCCC1=C(C(=O)OCC)C(c2cc(Cl)cc(OC)c2OCc2ccccc2)NC(=O)N1 (stereo not drawn)
-12.0%	-5.7%[60.1 µM]	x	x	-2.9%	2.7%	-2.4%	1.2%	38.1%[activator]	Cc1cc(SCC(=O)Nc2ccc(C(F)(F)F)cc2)nc(=O)[nH]1
-11.8%	-7.0%	18.8	-2.6%	-12.4%	0.5%	x	-16.2%	-2.3%	CC1=C(C)SC(=C(C#N)c2nnc(N3CCOCC3)n2-c2ccccc2)S1
-1.5%	-10.7%	-8.5	-3.2%	3.2%	4.7%	-4.9%	-18.2%	147.3%[activator]	Cc1ccc(NC(=O)C2CC(=O)n3ncnc3N2)cc1C (stereo not drawn)
u	-11.4%	-29.2	6.1%	-2.8%	4.1%	-6.5%	-1.0%	16.3%	O=C1C2C3C=CC(C4CC34)C2C(=O)N1/N=C/c1ccc(-c2cccc([N+](=O)[O-])c2)o1 (stereo not drawn)
x	4.8%	x	-3.3%	x	x	i	-4.7%	14.9%	COc1ccc(-c2oc(=O)c3cc(OC)c(OC)cc3c2C#CCCCO)cc1
u	-6.3%	7.0	-1.5%	0.8%	-13.9%	4.4%	-0.1%	0.4%	COc1ccc(/C=N/n2cnnc2SCc2ccc(OC)cc2)cc1
-3.2%	-9.3%	-1.8	28.7%	-4.8%	28.7%	-11.8%	-22.6%	14.9%	COCCn1c(SCC(=O)N2CCCCCC2)nc2c([nH]c3ccccc32)c1=O
x	-1.5%	3.1	-14.7%	x	x	-2.4%	-25.2%	27.3%	Cc1ccc(SCC(=O)OCC(=O)N(CCC#N)c2ccccc2)cc1
-4.8%	0.8%	-25.1	-3.9%	2.2%	3.2%	-3.0%	-11.5%	-1.8%	CCOc1cccc(C(=O)Nc2cccnc2)c1
-11.5%	-21.5%	-12.6	x	-9.1%	-16.7%	x	x	5.2%	CCc1ccc2occ(CC(=O)Nc3ccc(OC)c(Cl)c3)c2c1
-8.1%	0.4%	-19.3	39.6%[activator]	1.5%	16.1%	4.0%	-9.4%	31.1%[activator]	Cc1ccc2c(C)c(C(=O)NCC(C)(C)N3CCOCC3)oc2c1C

Whole records as entered above. Order of values: Anesthetic bind	POLK inh	RXFP1 antagonist	APEX1 inh	BLM helicase inh	Pol beta inh	PGK inhibitor	POLH inh	POLI inh
Record of Cc1ccc(NC(=O)C2C3C=CC4(O3)C2C(=O)N(CCCN2CCCCC2)C4C(=O)NC2CCCCC2)cc1C (stereo not drawn) = 1.0%	-7.0%	-4.3	-11.0%	0.8%	64.3%	4.7%	3.6%	67.2%[activator]
Record of O=C(Nc1nc2c(s1)C(=O)CCC2)c1ccccc1 = -15.2%	0.8%	8.2	1.2%	-1.2%	u	-24.5%	-10.7%	-4.6%

Screening data as filed in PubChem.
